# HP1b binding inh – blocks HP1-beta chromodomain binding to methylated histone tails. P83916. AlphaScreen HP1-beta / biotin-H3K9me3 peptide binding. Potency, µM (titrated, usually from 114 µM), without a hit: top-dose activity change, negative = inhibition, usual class: inhibitors. hit rate 0.56% among 390,000. AID 540317; further: nearly all actives have a fitted effect of over 70% in size; inactives centre near 23
# Target sequence (P83916 whole entry, looked up): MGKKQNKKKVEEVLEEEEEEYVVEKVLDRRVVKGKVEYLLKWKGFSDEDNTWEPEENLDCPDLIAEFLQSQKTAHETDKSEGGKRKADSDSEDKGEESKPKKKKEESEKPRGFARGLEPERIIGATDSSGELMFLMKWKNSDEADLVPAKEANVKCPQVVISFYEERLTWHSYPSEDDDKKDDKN
#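 Compound inhibition of the preformed complex between 50 nM HP1-beta and 50 nM biotinylated H3K9me3 peptide was read by AlphaScreen. Buffer was PBS pH 7.4 with 0.01% Tween-20. Incubations ran 30 min at room temperature, with 10 ug/mL donor/acceptor beads.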
# Pin1 inhibitor – blocks the human prolyl isomerase Pin1. hit rate 0.009% among 390,000. Potency, µM (series often up to 115 µM), inactives show at the top dose activity, negative = inhibition, hits mostly inhibitors. AID 504891. Q13526. Pin1 FP peptide displacement, HiFluor488, 10 min; active means well fitted inhibition curve with a large enough effect in the polarisation, with a control signal flat, not every such curve was filed as active; inconclusive means small, poorly fitted or top-dose-only effect, or effect the other way, or a change in a side signal; inactive means no such curve, though single readings can be large or run the other way; the % refers to the polarisation; further: on the % scale 0 is the no-effect control and ±100 the full control effect
# JMJD2A Tudor inh – JMJD2A Tudor domain (human) inhibition; O75164; AlphaScreen JMJD2A-Tudor / H3K4me3 peptide binding; Potency, µM (highest dose often 114 µM), without a hit: top-dose activity change, negative = inhibition, usual class: inhibitors; hit rate 4.4% among 390,000; AID 504339; further: on the % scale 0 is the no-effect control and ±100 the full control effect; nearly all actives have a fitted effect of over 50% in size
# ALOX12 inh – inhibitors of human 12S-lipoxygenase ALOX12. P18054. purified 12hLO, xylenol orange hydroperoxide absorbance. Potency, µM (series often up to 108 µM), for inactives: top-dose activity change, negative = inhibition, most hits filed as inhibitors. hit rate 1.1% among 580,000. AID 1671190; further: on the % scale 0 is the no-effect control and ±100 the full control effect
# Target sequence (P18054 whole entry, looked up): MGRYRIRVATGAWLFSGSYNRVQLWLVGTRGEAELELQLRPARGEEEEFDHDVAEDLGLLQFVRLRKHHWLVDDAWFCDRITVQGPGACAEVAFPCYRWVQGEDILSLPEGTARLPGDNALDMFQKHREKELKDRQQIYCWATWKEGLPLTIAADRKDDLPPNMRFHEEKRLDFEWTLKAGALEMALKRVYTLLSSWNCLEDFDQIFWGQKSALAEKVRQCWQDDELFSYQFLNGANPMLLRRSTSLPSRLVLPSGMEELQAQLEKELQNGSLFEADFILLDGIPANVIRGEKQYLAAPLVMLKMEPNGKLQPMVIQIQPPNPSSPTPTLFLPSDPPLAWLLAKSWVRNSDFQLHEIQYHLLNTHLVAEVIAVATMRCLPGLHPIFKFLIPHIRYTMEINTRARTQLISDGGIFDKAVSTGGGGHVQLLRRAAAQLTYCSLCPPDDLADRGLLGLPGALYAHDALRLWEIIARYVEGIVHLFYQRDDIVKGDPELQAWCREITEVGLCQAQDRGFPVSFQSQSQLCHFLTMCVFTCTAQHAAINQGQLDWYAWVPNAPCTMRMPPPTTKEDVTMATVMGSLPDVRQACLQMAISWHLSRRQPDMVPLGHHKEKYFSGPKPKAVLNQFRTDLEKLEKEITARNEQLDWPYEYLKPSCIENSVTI
#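 Hydroperoxide product was detected by ferrous iron/xylenol orange as the 573 to 405 nm absorbance ratio. Arachidonic acid at 40 uM (final) was turned over for 30 min at room temperature by 150 nM human 12hLO, pH 7.0 Hepes buffer, after 15 min compound preincubation.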
# RGS4 inh – human RGS4 inhibition; Transcreener GDP fluorescence polarization, RGS4-accelerated GTP hydrolysis; hit rate 0.039% among 390,000; P49798; Potency, µM (titrated, usually from 114 µM), inactives show top-dose activity change, negative = inhibition, actives largely listed as inhibitors; further: on the % scale 0 is the no-effect control and ±100 the full control effect; nearly all actives have a fitted effect of over 75% in size; some results filed as inactive show a strong effect at the top dose
# Target sequence (P49798 whole entry, looked up): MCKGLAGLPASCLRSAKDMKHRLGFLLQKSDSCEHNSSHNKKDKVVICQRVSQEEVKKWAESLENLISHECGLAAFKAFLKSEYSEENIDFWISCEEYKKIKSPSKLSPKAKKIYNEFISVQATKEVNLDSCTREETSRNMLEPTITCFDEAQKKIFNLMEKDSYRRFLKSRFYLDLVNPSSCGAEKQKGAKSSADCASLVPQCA
#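 MLSMR compounds (23 nl, pin-transferred) preincubated 10 min at room temperature with a 500nM (2x) first reagent, then RGS4 at 900nM (2x) plus Transcreener GDP mix added; fluorescence polarization (620/688 nm) read before and after 90 min at 30 °C.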
# ERG Ets-DNA blk – blocks human ERG Ets domain binding to DNA; fluorescence polarization, His-ERG Ets domain / labelled DNA; Potency, µM (doses to about 76.9 µM), for inactives: at the highest dose FP activity, negative = inhibition, most hits filed as inhibitors; hit rate 0.028% among 370,000; AID 624246; active means well fitted inhibition curve with a large enough effect in the polarisation, with a control signal flat; inconclusive means small, poorly fitted or top-dose-only effect, or effect the other way, or a change in a side signal; inactive means no such curve, though single readings can be large or run the other way; the % refers to the polarisation;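 further: polarization taken with two DNA probes labelled with fluorescein and Texas red; % of control where 0% means no effect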
#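 His-tagged ERG Ets domain (1 uM in the protein solution; 300mM KCl, 50mM Tris-HCl, 1mM EDTA, 1mM DTT, pH 7.5) received compound, then a probe mix of 5 nM fluorescein-DNA and 100nM Texas-615-DNA. Fluorescence polarization was read for both dyes.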
# GLS inh – glutaminase GLS (human) inhibition | O94925 | GLS enzymatic activity, qHTS titration | Potency, µM (top dose mostly 45.5 µM), for the others: at the highest dose activity change, negative = inhibition, actives largely listed as inhibitors | hit rate 0.21% among 410,000; further: on the % scale 0 is the no-effect control and ±100 the full control effect
#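 Read-out is an Amplex red fluorescence increase coupled through glutamate oxidase and HRP, measured before and after 30 min room-temperature incubation. hKGA is in 45 mM KH2PO4 (pH 8.2) with 0.02% Tween-20; glutamine added as 1mM solution.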
# TrxR1 inh – rat TrxR1 inhibition; hit rate 1% among 390,000; Potency, µM (doses to about 114 µM), without a hit: at the highest dose activity change, negative = inhibition, usual class: inhibitors; recombinant rTrxR1, NADPH fluorescence consumption, selenite substrate; further: on the % scale 0 is the no-effect control and ±100 the full control effect; nearly all actives have a fitted effect of over 65% in size
#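 Rat TrxR1 (90 nM in the dispensed reagent) was pre-reduced with 400 uM NADPH for 5 min at room temperature, then incubated with compound for 15 min. After 400 uM selenite was added, NADPH fluorescence (Ex 340/Em 450 nm) was followed for 8 min.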
# PGK inhibitor – blocks T. brucei phosphoglycerate kinase; P07378; PGK/GAPDH coupled, Kinase-Glo luminescence, 60 min; Potency, µM (series often up to 57.5 µM), inactives show at the highest dose activity change, negative = inhibition, actives largely listed as inhibitors; hit rate 0.043% among 380,000; AID 602233; further: on the % scale 0 is the no-effect control and ±100 the full control effect; nearly all actives have a fitted effect of over 60% in size
#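 Recombinant glycosomal PGK reaction used 1,3-bisphosphoglycerate generated in-well by GAPDH (100nM final) in 100mM TEA pH 7.6, 5mM MgCl2, 0.01% Tween-20. After 60 minutes at room temperature, ATP was read by Kinase-Glo Plus luminescence end-point.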
# Active calls of the source: *; i = inactive; u = inconclusive; x = no result given; & = joins results of further samples; [ ] = remark or other dose. Unless noted, the call rests on the fitted dose curve; in most records, active means well fitted curve in the direction sought with a large enough effect; inconclusive means small, poorly fitted or top-dose-only effect, or another doubt; inactive means no such curve, though single readings can be large; an effect the other way counts as inactive or inconclusive. Potency means the concentration at half of the fitted maximal effect.
Pin1 inhibitor	TrxR1 inh	ERG Ets-DNA blk	RGS4 inh	JMJD2A Tudor inh	ALOX12 inh	PGK inhibitor	HP1b binding inh	GLS inh	SMILES
4.4%	2.3%[57.1 µM]	0.1%	23.7%	-6.7%	-14.9%	5.3%	-2.3%	13.0%	COc1ccc(-n2cnc3cc([N+](=O)[O-])ccc32)cc1
1.4%	14.1%	5.2%	-16.5%	-29.9%	1.5%	-11.9%	17.2%	0.8%	O=C(NCCSc1ccc(Br)cc1)c1ccc2nc[nH]c2c1
4.0%	-1.4%	-22.5%	-10.4%	-6.9%	-17.2%	0.8%	40.3%[activator]	-24.4%	O=S(=O)(Nc1ccc2cn[nH]c2c1)c1ccccc1
-2.2%	12.3%[57.1 µM]	-5.5%	-21.5%	0.7%	-19.7%	-9.1%	59.2%[activator]	2.3%	O=C(CNC(=O)c1ccccc1F)OCc1cc(=O)n2ccsc2n1
-4.6%	10.7%	-2.8%	17.9%	-3.4%	-14.0%	-1.9%	25.0%	-3.3%	Cc1ccccc1C(=O)Nc1ccnn1C1CCN(C(=O)C2CCOC2)CC1 (stereo not given)
u	3.2%[57.1 µM]	7.9%	3.4%	-26.9%	9.7%	-7.8%	20.3%	-6.1%	C=CCSc1nnc2nc3[nH]c4c(C)cccc4c3nn12
8.7%	18.6%[57.1 µM]	-0.9%	1.8%	u	u	6.0%	-21.0%	3.1%	COc1ccc(OC)c(CNc2sc3c(c2C(=O)Nc2cc(OC)ccc2OC)CCCC3)c1
-17.9%	36.7%[activator]	1.5%	-6.2%	2.9%	26.9%	i	50.8%[activator]	-8.6%	CCC(C)NC(=O)C(=O)NCC1CCCN1CC (stereo not given)
16.7%	4.7%	6.7%	-5.4%	-27.3%	-19.8%	x	6.0%	-1.3%	Cc1ccc(C)c(CN2C(=O)c3ccccc3S(=O)(=O)c3ccc(C(=O)N4CCN(c5ccccn5)CC4)cc32)c1
-12.4%	-6.7%	-2.1%	0.8%	-7.6%	-11.5%	i	20.9%	2.9%	COc1ccc(Cl)cc1C(=O)Nc1ccc(S(=O)(=O)N2CCCC2)cc1
-2.2%	-1.4%	1.3%	20.5%[11.4 µM]	-12.7%	-9.9%	4.3%	-0.1%	3.8%	COCc1cc(C)n(CC(=O)N2CCCC2)c(=O)c1C#N
-1.5%	1.9%	1.1%	-0.4%	0.0%	-17.2%	-3.2%	13.8%	6.1%	COc1c(C)cc(S(=O)(=O)NC2CC(C)(C)NC(C)(C)C2)c(C)c1C
-2.4%	2.5%	-2.4%	7.8%	-15.4%	0.0%	7.1%	31.3%	1.9%	COc1ccc(-c2cc(C(F)(F)F)n3ncc(C(=O)O)c3n2)cc1OC
-5.8%	6.8%	-18.9%	-9.2%	-19.9%	3.6%	-5.4%	15.9%	1.2%	COCCNC(=O)C(=O)c1cc(C)n(-c2ccc([N+](=O)[O-])cc2)c1C
-2.1%	21.5%	-1.9%	-16.9%	-8.9%	-4.7%	5.5%	20.0%	14.5%	Cc1ccc(C(C(=O)NC2CCCCC2)N2CCCC2)cc1 (stereo not given)
-8.4%	9.6%[57.1 µM]	-9.1%	-4.5%	-23.4%	52.5%[activator]	-6.2%	29.9%	-5.3%	CN(Cc1ccccc1)C(=O)COc1cc(=O)n(C)c2ccccc12
-1.0%&-1.5%	19.2%	7.0%&-0.9%	15.8%&8.0%	-6.1%&-9.9%	-9.8%&-25.9%	-1.7%&-9.7%	10.5%&25.9%	0.7%&-3.5%	COC(=O)c1c(-c2ccccc2)c(-c2ccccc2)nn(C)c1=O
1.7%	-13.0%	4.4%	32.8%	39.6%[activator]	0.0%	-5.0%	63.8%[activator]	4.0%	CCSc1cc(N2CCCC2)nc(-c2ccc(F)cc2)n1
u	2.0%	19.3%	-6.2%	-4.8%	11.2%	5.6%	27.4%	0.9%	CCOCCCNC(=O)CN1C(=O)c2cccc3cccc1c23
0.4%	-6.4%	-2.5%	-16.0%	-10.7%	-13.3%	-7.6%	24.1%	0.9%	CCN(Cc1ccccc1)C(=S)Nc1cc(C(=O)OC)ccc1C(=O)OC
27.9%	32.3%[57.1 µM]	-3.4%	u	-13.1%	456.8%[activator]	-1.6%	-4.6%	-11.7%	Cc1ccc(S(=O)(=O)N2CCN(C(=S)NCc3ccc4c(c3)OCO4)CC2)cc1
0.2%	9.9%	7.4%	21.7%	-6.2%	-15.5%	2.7%	32.2%	0.7%	CC(OC(=O)CCN=C1NS(=O)(=O)c2ccccc21)C(=O)Nc1ccccc1F (stereo not given)
-0.6%	30.4%	17.4%	17.5%	-5.8%	-17.7%	-8.1%	41.0%[activator]	30.6%[activator]	Cn1cccc1/C=N\NC(=O)C1COc2ccccc2O1 (stereo not given)
2.4%	-3.9%	-2.4%	15.3%	13.6%	-24.0%	9.2%	38.5%	5.3%	O=C(CCC1CCCC1)N1CCN(C(=O)C2CC2)CC1
2.5%	24.8%[57.1 µM]	-5.7%	7.8%	-5.5%	-13.3%	-5.0%	20.8%	4.9%	Cc1ccc(-c2cc(C(=O)NCCc3ccccc3)c3ccccc3n2)cc1C
1.1%	26.0%[57.1 µM]	5.8%	-27.3%	-13.3%	-20.0%	-11.1%	14.6%	12.0%	COc1cccc(CC(=O)Nc2nc(-c3cc(OC)ccc3OC)cs2)c1
-3.5%	13.0%[57.1 µM]	4.0%	-2.1%	-21.2%	u	-1.3%	4.9%	-1.2%	S=C(Nc1ccccc1Cl)N(CCCN1CCOCC1)Cc1ccccn1
1.8%	-12.3%	7.6%	-21.4%	-11.8%	-16.4%	i	19.4%	0.4%	COc1ccc(NC(=O)CN(C)C(=O)c2cc3c(s2)CCC(C)C3)cc1 (stereo not given)
-5.0%	27.4%	-15.3%	15.9%	-24.1%	0.0%	-9.1%	14.5%	7.0%	COc1cccc(S(=O)(=O)NCc2ccc(C(=O)N3CCN(c4ccccc4)CC3)cc2)c1
-0.5%	-1.5%	x	-3.6%	-10.5%	0.7%	6.3%	25.9%	3.6%	O=S(=O)(NCCc1ccccc1F)c1cccc(S(=O)(=O)N2CCOCC2)c1
2.7%	22.0%[57.1 µM]	-2.3%	-16.3%[11.4 µM]	-19.9%[11.4 µM]	0.0%	-4.9%	4.7%	34.8%[activator]	CCOC(=O)N1CCN(C(=O)CN(C)S(=O)(=O)c2ccc(OC)c(OC)c2)CC1
-1.2%	-2.7%	0.5%	-6.0%	-13.4%	-3.6%	-6.1%	31.6%	15.4%	Cc1ccc(C(=O)C(OC(=O)CCC(=O)Nc2cccc(C)c2)c2ccccc2)cc1 (stereo not given)
-3.1%	1.6%	-13.9%	-14.6%	6.4%	-11.7%	i	44.6%[activator]	-3.4%	CCOC(=O)c1cnc(-c2ccccc2)nc1N
2.5%	-8.8%	-3.5%	-19.2%	-8.3%	0.0%	0.4%	45.5%[activator]	4.8%	O=S(=O)(c1cccs1)N1CCN(c2ccccn2)CC1
-4.9%	-4.2%[2.29 µM]	4.1%	17.7%	-9.0%	2.1%	i	13.2%[57 µM]	-3.8%	COc1ccc(C=CC(O)CCN2CCC3CCC(C3)C2)cc1 (stereo not given)
-6.5%	6.3%[57.1 µM]	3.8%	26.7%	-25.4%	-11.2%	i	-6.3%	-9.5%	Cc1ccc(-c2ccc(=O)n(CC(=O)NCCc3ccccc3)n2)cc1
-3.5%	14.8%[57.1 µM]	-3.1%	-27.8%	-11.6%	-4.5%	i	42.7%[activator]	-16.2%	CCOc1ccc(/C=N/NC(=O)Nc2ccccc2)cc1
-1.6%	19.8%[57.1 µM]	-0.4%	32.3%	4.2%	0.0%	3.8%	44.9%[activator]	12.8%	O=C(NC1CCCc2ccccc21)c1ccc(Cl)nc1 (stereo not given)
-8.2%	19.1%[11.4 µM]	10.3%	-15.2%	-3.4%	2.9%	i	37.8%	3.5%	OCCC#Cc1ccc(CN2CCN(Cc3ccccc3)C(CCO)C2)cc1 (stereo not given)
-1.9%	19.9%[57.1 µM]	3.2%	-9.4%	-21.0%	-18.0%	i	4.9%[57 µM]	-16.0%	CC(=O)Nc1cccc(NC(=O)CSc2nccn2Cc2ccc3c(c2)OCO3)c1
u	10.2%	-5.3%	-32.8%	u	-29.0%	-8.1%	u	14.4%	O=C(O)c1ccc(COc2ccccc2/C=C2/NC(=O)N(c3cccc(Cl)c3)C2=O)cc1
-2.7%	22.7%[57.1 µM]	-6.5%	16.5%	-8.6%	-11.1%	-3.5%	14.6%	0.4%	Nc1cc(N)nc(SCC(=O)NNC(=O)Cc2ccccc2)n1
-7.8%	8.0%	-3.1%	8.4%	-31.5%	-1.8%	-2.1%	14.7%	-0.5%	COc1cccc(CC(=O)OCC(=O)Nc2nnc(-c3ccccc3)o2)c1
u	-9.5%	3.6%	u	-5.3%	2.8%	i	31.3%	6.3%	CNc1c(N)n(Cc2ccccc2)c(=O)[nH]c1=O
-1.7%	-3.1%	1.2%	-14.4%	u	u	-5.7%	-16.4%	31.1%[activator]	COc1cc(-c2nc3ccc(C)cn3c2Nc2ccc(Cl)cc2)ccc1O

# Screening results: PubChem BioAssay, National Center for Advancing Translational Sciences (NCATS)

# Some of the compounds tested. The share of hits here may be higher or lower than overall.
